Compound activity as filed in PubChem BioAssay.
NPY1 pot ag = human NPY-Y1 potentiation or agonism, primary screen; activation, % at 3.6 µM; P25929; AID 1304; 0.37% of 220,000 active; NPY-Y1 expressing cells, potentiator/agonist activation; in the data active = activation above about 33%, passing the limit was not always enough;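 note: cells stimulated with NPY at EC10 then isoproterenol at EC100; 0% = low agonist plus stimulus and 100% = saturating agonist plus stimulus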
PPC-1+TRAIL kill = kills PPC-1 cancer cells in the presence of TRAIL. PPC-1 cells + TRAIL, ATPLite viability luminescence. cell killing (% activity), % at 4 µM. 0.41% of 220,000 active. AID 1443;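 active = cell killing above 50% in the first pass at 4 µM, then a duplicate retest at 5 µM averaging 50% or more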;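 note: plate controls were cells with TRAIL plus DMSO for no effect and medium-only wells lacking cells for full effect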
EP2 antag = inhibitors of human EP2 prostaglandin E2 receptor. P43116. C6 glioma cells expressing human EP2, cAMP TR-FRET; cells stimulated with saturating PGE2. inhibition, % at 25 µM. 0.52% of 260,000 active;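 active = percent inhibition above 40 after rounding to a whole number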;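 note: rat C6 glioma host cells with rolipram phosphodiesterase inhibitor present; the protocol text gives 20 µM as final concentration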
TRPN1 ag = zebrafish TRPN1 (NompC) channel agonism; HEK293 zebrafish TRPN1-YFP, Fluo-8 calcium fluorescence; 100% = response to 87 µM carbachol; 0.18% of 220,000 active; activation, % at 3 µM;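 active = activation above its plate's cutoff, the mean activation of test wells on that plate plus 3 SD, cut at about 19% in these data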;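 note: 0% = DMSO alone and 100% = 87 µM carbachol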
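Material – zebrafish TRPN1-YFP in HEK293 cells · Doses – 3 µM single point · Schedule – dye 1 h 37 °C plus 30 min RT · Signal – Fluo-8 calcium fluorescence, excitation 470-495 nm, emission 515-575 nm · Read-out – % activation versus carbachol response · Control set – carbachol high, DMSO low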
EP2 modulator = EP2 receptor (human) modulation. P43116. EP2-expressing cells, cAMP HTRF FRET, PGE2 co-stimulation. induction, % at 25 µM. 0.83% of 260,000 active;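 active = compounds whose cAMP rise, as percent of the full-agonist control response, exceeds 60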;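 note: rat C6 glioma line stably carrying human EP2 under a CMV promoter; the protocol text gives 20 µM as final concentration; 100% = response of wells given 1 µM PGE2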
14-3-3 Bad inh = disrupts binding of bovine 14-3-3 zeta to phospho-Bad peptide; P63103; TR-FRET 14-3-3zeta/Dy647-pBad peptide displacement, 1 h; inhibition, % at 21.7 µM; 0.71% of 220,000 active;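 active = inhibition above about 70%, limit read from the data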;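 note: 0% = full 14-3-3 plus peptide FRET controls and 100% = background without 14-3-3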
Target sequence (P63103 whole entry, looked up): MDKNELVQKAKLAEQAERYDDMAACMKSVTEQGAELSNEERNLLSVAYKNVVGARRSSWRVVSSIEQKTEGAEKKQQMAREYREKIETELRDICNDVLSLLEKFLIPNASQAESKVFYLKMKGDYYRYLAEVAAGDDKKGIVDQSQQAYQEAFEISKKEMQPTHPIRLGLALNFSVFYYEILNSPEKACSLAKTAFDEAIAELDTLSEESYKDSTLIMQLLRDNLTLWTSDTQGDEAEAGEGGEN
CHOP inhibitor = CHOP inhibition in unfolded protein response; CHO-K1 CHOP-promoter luciferase, tunicamycin-induced, 15-18 h; 3.8% of 220,000 active; inhibition, % at 10 µM;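 active = compounds that reduced the stress-induced luciferase reporter signal by more than about 70% of percent inhibition, limit read from the data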;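 note: 0% = tunicamycin plus vehicle and 100% = wells without tunicamycin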
TRPML3 ag = activates the human TRPML3 channel. activation, % at 3 µM. AID 1448. HEK293 TRPML3-YFP, Fluo-8 calcium fluorescence; 100% = the carbachol control signal. 0.29% of 220,000 active. Q8TDD5;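 active = activation above its plate's cutoff, the mean activation of the plate's test wells plus 3 SD, cut at about 12% in these data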;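 note: 0% = DMSO only wells and 100% = carbachol wells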
Target sequence (Q8TDD5 whole entry, looked up): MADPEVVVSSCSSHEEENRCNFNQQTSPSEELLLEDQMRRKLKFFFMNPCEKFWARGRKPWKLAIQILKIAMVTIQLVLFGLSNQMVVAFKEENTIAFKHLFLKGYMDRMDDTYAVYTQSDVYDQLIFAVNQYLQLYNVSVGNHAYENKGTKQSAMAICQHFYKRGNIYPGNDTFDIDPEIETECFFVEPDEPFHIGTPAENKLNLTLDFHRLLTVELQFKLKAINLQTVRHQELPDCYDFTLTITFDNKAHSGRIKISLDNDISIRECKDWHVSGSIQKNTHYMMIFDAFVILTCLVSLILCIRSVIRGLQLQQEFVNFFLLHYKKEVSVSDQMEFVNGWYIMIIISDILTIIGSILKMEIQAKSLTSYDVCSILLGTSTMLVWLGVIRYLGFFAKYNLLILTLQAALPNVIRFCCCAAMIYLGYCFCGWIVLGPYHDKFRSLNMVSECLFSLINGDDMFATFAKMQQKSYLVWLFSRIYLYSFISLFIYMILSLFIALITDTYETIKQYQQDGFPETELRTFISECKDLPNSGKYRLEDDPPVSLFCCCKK
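Material: TRPML3-YFP stable HEK293 cells | Dosing: One concentration, 3 µM nominal, 0.3% DMSO | Timing: 125 s total fluorescence read per well | Technique: Fluo-8 calcium dye fluorescence, ex 470-495, em 515-575 nm | Measure: Percent activation from peak-to-basal fluorescence ratio, scaled between DMSO and carbachol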
NPY-Y1 antag = NPY-Y1 (human) receptor antagonism. HEK293-CNG Y1 cells, membrane potential fluorescence; NPY at EC95, then isoproterenol. AID 1040. inhibition, % at 3.6 µM. 1% of 200,000 active;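 active = inhibition above the campaign mean inhibition of all tested compounds plus 3 SD, cut at about 20% in these data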;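 note: 0% = DMSO wells given NPY plus isoproterenol and 100% = isoproterenol alone without NPY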
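Material: Y1- and CNG-channel-expressing HEK293 cells / Probe or stimulus: NPY 25 nM then isoproterenol 1 µM plus Ro 20-1724 25 µM / Doses: 3.6 µM single dose, DMSO 0.4% / Schedule: compound incubation 1 h at room temperature, readout 45 min post-stimulation / Signal: membrane potential fluorescence / Benchmarks: isoproterenol-only wells as full block versus NPY-plus-isoproterenol wells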
Starred values were filed as active, the others as inactive; & = joins results of further samples; [ ] = another dose, or the depositor's remark. A portion of the library; rates above refer to the full screens.

Results for O=C(NC1(C(F)(F)F)NC(=O)N(Cc2ccco2)C1=O)c1cccnc1 (centres undefined) ?
NPY1 pot ag: -0.7; PPC-1+TRAIL kill: 1.2; EP2 antag: 3.8; TRPN1 ag: 0.1; EP2 modulator: 1.5; 14-3-3 Bad inh: -9.3; CHOP inhibitor: 4.1; TRPML3 ag: 0.0; NPY-Y1 antag: 3.5

What do the screens show for `O=C(CN1CCCCC1)Nc1cccc([N+](=O)[O-])c1`?
NPY1 pot ag: -17.4; PPC-1+TRAIL kill: -7.3; EP2 antag: 7.5; TRPN1 ag: 0.2; EP2 modulator: -1.6; 14-3-3 Bad inh: 3.6; CHOP inhibitor: 21.4; TRPML3 ag: 0.7; NPY-Y1 antag: -0.5

Results for CCN(CC(=O)Nc1ccc(N2CCOCC2)cc1)CC(=O)NC(C)(C)C ?
NPY1 pot ag: -11.4; PPC-1+TRAIL kill: 13.6; EP2 antag: 3.9; TRPN1 ag: -0.3; EP2 modulator: -18.2; 14-3-3 Bad inh: -5.7; CHOP inhibitor: 21.4; TRPML3 ag: 1.7; NPY-Y1 antag: -0.7

What do the screens show for `COc1ccc(/C=N/NC(=O)CCc2c(C)n[nH]c2C)cc1OC`?
NPY1 pot ag: -5.9; PPC-1+TRAIL kill: -2.6; EP2 antag: 4.2; TRPN1 ag: 2.3; EP2 modulator: -12.6; 14-3-3 Bad inh: -2.8; CHOP inhibitor: 22.8; TRPML3 ag: 0.2; NPY-Y1 antag: -5.7

What do the screens show for `CCCC(=O)NCCc1cc2ccc(C)c(C)c2[nH]c1=O`?
NPY1 pot ag: -13.3; PPC-1+TRAIL kill: 21.2; EP2 antag: 15.6; TRPN1 ag: 1.4; EP2 modulator: -10.6; 14-3-3 Bad inh: 14.4; CHOP inhibitor: -8.3; TRPML3 ag: -0.3; NPY-Y1 antag: -0.2

How did CCC[C@@H]1C[C@@]1(CCC)[C@@H](NC(=O)c1ccccc1)c1ccc(C(=O)OC)cc1 do in these assays?
NPY1 pot ag: -56.0; PPC-1+TRAIL kill: 16.0; EP2 antag: 9.0; TRPN1 ag: -0.4; EP2 modulator: -2.5; 14-3-3 Bad inh: 3.1[fluorescence artefact?]; CHOP inhibitor: 5.3; TRPML3 ag: -0.6; NPY-Y1 antag: 6.6

Results for COc1cccc(/C=N/NC(=O)CC(=O)NCCc2ccccc2)c1OC ?
NPY1 pot ag: -7.9; PPC-1+TRAIL kill: -1.5; EP2 antag: 8.3; TRPN1 ag: -0.8; EP2 modulator: 5.0; 14-3-3 Bad inh: -1.1; CHOP inhibitor: -6.0; TRPML3 ag: 0.5; NPY-Y1 antag: 1.6

What do the screens show for `CCCOCCOC(=O)C1=C(C)NC(=O)NC1c1cc(Cl)c(O)c(OC)c1` (centres undefined)?
NPY1 pot ag: 4.2; PPC-1+TRAIL kill: 1.1; EP2 antag: 11.3; TRPN1 ag: 1.2; EP2 modulator: 5.1; 14-3-3 Bad inh: -13.8; CHOP inhibitor: -5.9; TRPML3 ag: 0.8; NPY-Y1 antag: 0.9

Results for CCOC(=O)c1ccc(NC(=O)CSc2nnc(C3CCCCC3)n2C)cc1 ?
NPY1 pot ag: -8.3; PPC-1+TRAIL kill: 21.6; EP2 antag: 7.3; TRPN1 ag: 1.0; EP2 modulator: 28.8; 14-3-3 Bad inh: -8.1; CHOP inhibitor: -3.9; TRPML3 ag: 0.1; NPY-Y1 antag: -0.4

Results for O=c1[nH]c2cnccc2n1-c1ccccc1 ?
NPY1 pot ag: -5.7; PPC-1+TRAIL kill: 2.8; EP2 antag: 16.5; TRPN1 ag: 1.6; EP2 modulator: 34.4; 14-3-3 Bad inh: -5.6; CHOP inhibitor: 35.8; TRPML3 ag: 0.8; NPY-Y1 antag: 1.8

Results for CCOC(=O)c1cnc2c(Cl)cccc2c1NCCN(C)C ?
NPY1 pot ag: -1.7; PPC-1+TRAIL kill: 4.1; EP2 antag: 6.0; TRPN1 ag: 0.5; EP2 modulator: 0.2; 14-3-3 Bad inh: -1.4; CHOP inhibitor: 10.2; TRPML3 ag: 0.1; NPY-Y1 antag: 2.3

Results for C=CCn1c(CSCc2ccccc2)nnc1SCC(=O)N1CCN(c2ccccc2)CC1 ?
NPY1 pot ag: -6.1; PPC-1+TRAIL kill: 12.7; EP2 antag: 14.9; TRPN1 ag: 3.2; EP2 modulator: 20.6; 14-3-3 Bad inh: 2.0; CHOP inhibitor: 32.0; TRPML3 ag: 1.2; NPY-Y1 antag: 3.0

Results for O=C(Cc1ccc(-c2ccccc2)cc1)NCCN1CCOCC1 ?
NPY1 pot ag: -23.2; PPC-1+TRAIL kill: 1.8; EP2 antag: 13.1; TRPN1 ag: 1.6; EP2 modulator: 7.8; 14-3-3 Bad inh: 3.1; CHOP inhibitor: 23.3; TRPML3 ag: 0.6; NPY-Y1 antag: 2.2

What do the screens show for `Cn1nc(NC(=O)CC23CC4CC(CC(C4)C2)C3)c2c(F)cccc21`?
NPY1 pot ag: 12.2; PPC-1+TRAIL kill: 12.2; EP2 antag: 11.0; TRPN1 ag: 0.5; EP2 modulator: -9.9; 14-3-3 Bad inh: 2.9; CHOP inhibitor: 42.0; TRPML3 ag: 0.1

Results for CC(=O)c1ccc(NC(=O)c2ccc(S(=O)(=O)c3ccccc3)cc2)cc1 ?
NPY1 pot ag: 7.9; PPC-1+TRAIL kill: -14.1; EP2 antag: 9.1; TRPN1 ag: 3.9; EP2 modulator: -40.0; 14-3-3 Bad inh: -8.6[fluorescence artefact?]; CHOP inhibitor: 22.7; TRPML3 ag: 1.2; NPY-Y1 antag: -2.7

Results for CCC(C)(C)n1nnnc1C(c1ccc(Cl)cc1)N1CCN(C)CC1 (centres undefined) ?
NPY1 pot ag: -4.8; PPC-1+TRAIL kill: 22.1; EP2 antag: 8.8; TRPN1 ag: 0.9; EP2 modulator: 10.3; 14-3-3 Bad inh: 7.6; CHOP inhibitor: 5.6; TRPML3 ag: 0.2; NPY-Y1 antag: 8.9

How did O=C(CSc1nc2cc(Cl)ccc2c(=O)n1Cc1ccco1)Nc1ccc(S(=O)(=O)N2CCOCC2)cc1 do in these assays?
NPY1 pot ag: 7.7; PPC-1+TRAIL kill: 24.7; EP2 antag: 2.1; TRPN1 ag: 3.3; EP2 modulator: 13.0; 14-3-3 Bad inh: -22.1; CHOP inhibitor: 19.9; TRPML3 ag: 1.3; NPY-Y1 antag: -5.2

Results for C/C(N)=C(/C#N)C(=O)COc1ncnc2ccccc12 ?
NPY1 pot ag: 7.9; EP2 antag: 7.8; TRPN1 ag: 0.2; EP2 modulator: -3.0; 14-3-3 Bad inh: -7.8; CHOP inhibitor: 41.8; TRPML3 ag: 0.6; NPY-Y1 antag: 1.9

Results for CCCCS(=O)CC(O)COc1ccc(C(C)(C)C)cc1 (centres undefined) ?
NPY1 pot ag: -2.5; PPC-1+TRAIL kill: 14.6; EP2 antag: 1.8; TRPN1 ag: 1.2; EP2 modulator: 17.9; 14-3-3 Bad inh: 6.9[fluorescence artefact?]; CHOP inhibitor: 0.1; TRPML3 ag: 0.3; NPY-Y1 antag: -12.1

How did COc1ccc(N2C(=O)[C@@H]3[C@H](C2=O)[C@H]2c4ccccc4C=CN2[C@@H]3C(C)=O)cc1 do in these assays?
NPY1 pot ag: 11.9; PPC-1+TRAIL kill: -16.8; EP2 antag: 4.3; TRPN1 ag: -0.3; EP2 modulator: 32.0; 14-3-3 Bad inh: 1.8; CHOP inhibitor: -14.2; TRPML3 ag: 1.0; NPY-Y1 antag: -0.4

Results for O=C(NC(=S)Nc1ccccc1N1CCOCC1)c1ccc(-c2cccc(Cl)c2)o1 ?
NPY1 pot ag: -1.8; PPC-1+TRAIL kill: 21.5; EP2 antag: 15.2; TRPN1 ag: 1.1; EP2 modulator: 13.7; 14-3-3 Bad inh: -1.0; CHOP inhibitor: 29.9; TRPML3 ag: 0.8; NPY-Y1 antag: -5.7

What do the screens show for `NC(=O)Cc1nc2scc(-c3ccc(Cl)cc3)c2c(=O)[nH]1`?
NPY1 pot ag: 1.2; PPC-1+TRAIL kill: -11.4; EP2 antag: 6.5; TRPN1 ag: 0.9; EP2 modulator: 16.0; 14-3-3 Bad inh: 10.1; CHOP inhibitor: 13.5; TRPML3 ag: -0.1; NPY-Y1 antag: -2.1

How did O=C(O)CCCN1C(=O)NC2NC(=O)NC21 (centres undefined) do in these assays?
NPY1 pot ag: 1.2; PPC-1+TRAIL kill: 8.0; EP2 antag: 9.8&22.9; TRPN1 ag: 1.8; EP2 modulator: 38.5&4.8; 14-3-3 Bad inh: 3.5; CHOP inhibitor: 27.2; TRPML3 ag: 1.4; NPY-Y1 antag: 3.4

Results for O=C(O)c1ccc(NCc2cccnc2)cc1 ?
NPY1 pot ag: -16.6; PPC-1+TRAIL kill: 30.7; EP2 antag: 4.5&9.9; TRPN1 ag: 0.2; EP2 modulator: 16.4&-50.0; 14-3-3 Bad inh: 13.0; CHOP inhibitor: 2.3; TRPML3 ag: 0.4; NPY-Y1 antag: 1.5

What do the screens show for `Cc1c(C(=O)Nc2cccc(Cl)c2)oc2ccc(S(=O)(=O)N3CCC4(CC3)OCCO4)cc12`?
NPY1 pot ag: 9.1; PPC-1+TRAIL kill: 24.6; TRPN1 ag: 1.0; EP2 modulator: -12.9; 14-3-3 Bad inh: -11.1; CHOP inhibitor: 31.6; TRPML3 ag: 0.3; NPY-Y1 antag: 4.6

How did O=C(Nc1nc(-c2ccc3c(c2)OCO3)cs1)C1CC1 do in these assays?
NPY1 pot ag: 8.4; PPC-1+TRAIL kill: 17.7; EP2 antag: 5.2; TRPN1 ag: 1.1; EP2 modulator: -41.4; 14-3-3 Bad inh: 8.4[fluorescence artefact?]; CHOP inhibitor: -15.3; TRPML3 ag: 0.1; NPY-Y1 antag: 0.2

What do the screens show for `COc1ccccc1-n1c(C)nnc1SCC(=O)NCc1ccccc1`?
NPY1 pot ag: -3.2; PPC-1+TRAIL kill: 26.4; EP2 antag: 15.7&18.7; TRPN1 ag: 0.8; EP2 modulator: -14.6&34.6; 14-3-3 Bad inh: -10.0; CHOP inhibitor: 2.4; TRPML3 ag: 0.1; NPY-Y1 antag: -0.1

What do the screens show for `O=C(/C=C/c1ccc(OC(F)F)cc1)OCC(=O)N1CCN(C(=O)c2ccco2)CC1`?
NPY1 pot ag: -41.7; PPC-1+TRAIL kill: 1.0; EP2 antag: 0.0; TRPN1 ag: 3.4; EP2 modulator: 1.2; 14-3-3 Bad inh: -6.4; CHOP inhibitor: 33.1; TRPML3 ag: 1.4; NPY-Y1 antag: 1.4
